EBI2 block: EBI2 (human) antagonism | P32249 | 360,000 compounds, 0.81% hits | EBI2 beta-arrestin recruitment, luminescence, 7a,25-OHC stimulated | inhibition, % at 5 µM; in the data active = inhibition above about 38%;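 note: enzyme fragment complementation signal reports receptor beta-arrestin coupling in cells; 0% = agonist plus DMSO wells and 100% = wells without agonist; some results beyond the cut were filed as inactive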
Target sequence (P32249 whole entry, looked up, the tested form may be a part): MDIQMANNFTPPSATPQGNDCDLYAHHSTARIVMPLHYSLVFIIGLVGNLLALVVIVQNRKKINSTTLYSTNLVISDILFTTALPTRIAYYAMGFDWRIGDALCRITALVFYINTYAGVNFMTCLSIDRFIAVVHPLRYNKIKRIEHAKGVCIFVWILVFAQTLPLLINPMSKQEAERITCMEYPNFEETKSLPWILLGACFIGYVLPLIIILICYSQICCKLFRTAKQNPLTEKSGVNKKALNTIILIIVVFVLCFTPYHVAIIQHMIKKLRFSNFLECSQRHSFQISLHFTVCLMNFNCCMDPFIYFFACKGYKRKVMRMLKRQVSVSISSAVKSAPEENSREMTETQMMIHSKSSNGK
CHOP UPR activ: apoptotic UPR (CHOP) activation. CHO-CHOP luciferase reporter, luminescence; percent of tunicamycin response over DMSO baseline. AID 449763. 330,000 compounds, 0.34% hits. activation, % at 10 µM;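 active = at 10 µM dose, activation of 40% or more, normalized to positive control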;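 note: 100% = tunicamycin at 10 µg/mL and 0% = DMSO alone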
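measured by = luciferase luminescence | assay system = CHO-CHOP cells, stable luciferase reporter of PERK-eIF2a-CHOP signalling | amount = 500 reporter cells seeded per well | timing = 6 h compound exposure at 37 °C after overnight seeding | controls = positive tunicamycin 10 µg/mL, negative DMSO alone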
CCR6 antag: antagonists of human CCR6 receptor; P51684; CHO-K1 CCR6 PathHunter beta-arrestin, luminescence, CCL20-stimulated; inhibition, % at 20 µM; 340,000 compounds, 0.49% hits; AID 493098;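 active = compounds whose inhibition of the agonist-driven luminescence signal at 20 µM reaches about 50%, limit read from the data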;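 note: cells stimulated with CCL20 at 14 nM final; plate controls were DMSO with CCL20 for no effect and DMSO without agonist for full effect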
Target sequence (P51684 whole entry, looked up): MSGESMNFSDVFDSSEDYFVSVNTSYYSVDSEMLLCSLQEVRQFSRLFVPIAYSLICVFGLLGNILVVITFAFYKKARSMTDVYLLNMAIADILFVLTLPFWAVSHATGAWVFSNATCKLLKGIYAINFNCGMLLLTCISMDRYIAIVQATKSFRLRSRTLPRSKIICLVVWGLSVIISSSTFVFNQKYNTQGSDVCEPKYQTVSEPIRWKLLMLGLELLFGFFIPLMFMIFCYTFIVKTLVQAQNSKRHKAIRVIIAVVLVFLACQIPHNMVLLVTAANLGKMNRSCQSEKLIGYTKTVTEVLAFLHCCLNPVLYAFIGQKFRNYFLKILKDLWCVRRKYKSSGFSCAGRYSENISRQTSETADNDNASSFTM
Jurkat NFkB inh: inhibitors of the PMA/ionomycin-induced NF-kB reporter in Jurkat cells; PMA/ionomycin-induced NF-kB luciferase reporter, luminescence; inhibition, % at 4 µM; 330,000 compounds, 0.53% hits; AID 435003; in the data active = inhibition above about 50%
Gli-Sufu block: Gli-Sufu pathway antagonism; Sufu-KO-LIGHT fibroblasts, Gli luciferase reporter luminescence; inhibition, % at 5 µM; AID 588413; 340,000 compounds, 0.74% hits;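 active = inhibition above about 55%, limit read from the data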;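 note: 0% = DMSO-treated cells and 100% = wells with medium but no cells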
CXCR6 block: blocks human CXCR6 beta-arrestin recruitment. O00574. CHO-K1 PathHunter CXCR6 beta-arrestin, luminescence. inhibition, % at 20 µM. 360,000 compounds, 0.36% hits. AID 602244; in the data active = inhibition above about 34%, passing the limit was not always enough;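 note: antagonist mode with CXCL16 agonist at 10 nM final; 0% = 10 nM CXCL16 with DMSO and 100% = unstimulated wells without agonist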
Target sequence (O00574 whole entry, looked up): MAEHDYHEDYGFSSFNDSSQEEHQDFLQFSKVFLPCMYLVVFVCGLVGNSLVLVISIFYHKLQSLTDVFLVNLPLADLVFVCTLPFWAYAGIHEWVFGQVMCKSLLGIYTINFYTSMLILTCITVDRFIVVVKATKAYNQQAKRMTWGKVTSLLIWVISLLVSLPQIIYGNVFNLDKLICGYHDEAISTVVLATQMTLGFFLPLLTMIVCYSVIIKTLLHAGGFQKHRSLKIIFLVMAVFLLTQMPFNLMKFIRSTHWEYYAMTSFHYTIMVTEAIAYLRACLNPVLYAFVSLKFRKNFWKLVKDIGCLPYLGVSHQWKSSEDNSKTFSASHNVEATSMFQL
697 NFkB inh: lowers PMA/ionomycin-induced NF-kB signal in 697 B cells. 697 B-cell NF-kB luciferase reporter, 16 h. inhibition, % at 4 µM. 330,000 compounds, 0.33% hits. AID 435022; in the data active = inhibition above about 35%
Mdm2-MdmX inh: inhibitors of human Mdm2/MdmX interaction. O15151+Q00987. SaOS-2 split-luciferase Mdm2/MdmX complementation, luminescence. inhibition, % at 8 µM. 330,000 compounds, 3% hits;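 active = inhibition of at least 50% at 8 µM in the primary screen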
UPR XBP1 act: activators of adaptive arm of unfolded protein response (XBP1). CHO-XBP1 luciferase reporter, IRE1-XBP1 UPR activation, luminescence; percent of tunicamycin response, DMSO as zero. 330,000 compounds, 0.33% hits. activation, % at 20 µM;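 active = versus positive control, 20 µM dose yields 30% or more activation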;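 note: 100% = tunicamycin at 10 µg/mL and 0% = DMSO only wells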
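Signal: luciferase luminescence; Assay system: CHO-XBP1 luciferase reporter cells; Amount: one thousand reporter cells per well; Dosing: 20 µM single concentration, DMSO 1%; Benchmarks: high control tunicamycin 10 µg/mL final, low control DMSO vehicle only; Schedule: 6 h compound exposure at 37 °C, 5% CO2; Evaluation: percent activation relative to tunicamycin reference.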
Starred values were filed as active, the others as inactive; i = inactive; / = not tested or not shown.

SMILES	EBI2 block	CHOP UPR activ	CCR6 antag	Jurkat NFkB inh	Gli-Sufu block	CXCR6 block	697 NFkB inh	Mdm2-MdmX inh	UPR XBP1 act
CCOc1cc(/C=C/c2nc3cc(C)c(C)cc3s2)ccc1OCC(=O)N1CCOCC1	12	1.5	-14	-13	12	-10	-10	-14	2
CCCCNC(=S)N(C)/N=C/c1ccccc1C(=O)O	-6	-1.9	-11	6	6	-1	1	0	1
CCS(=O)(=O)c1nc(S(=O)(=O)c2ccc(C)cc2)c(NCCCn2ccnc2)s1	-15	-1.2	2	12	5	-4	6	20	-5
CCSC1=NCCN1C(=O)c1ccc(S(=O)(=O)N(CC)CC)cc1	-9	0.1	7	2	-2	-25	6	15	2
COc1ccc(NC(=O)CCNS(=O)(=O)c2ccc(Br)s2)cc1	4	-0.2	14	-10	7	-4	8	26	-1
O=C(O)CC(c1cccc2ccccc12)n1cccc1 (stereo unspecified)	7	0.6	-14	2	5	-6	12	2	-2
CCN1C(=O)CC(C(C)C)N(C2CCCC2)c2nc(Nc3ccc(C(=O)NC4CCN(C)CC4)cc3OC)ncc21 (stereo unspecified)	12	/	11	/	6	2	/	/	/
O=C1/C(=C/c2ccc3c(c2)OCO3)CCC/C1=C\c1ccc2c(c1)OCO2	-9	-0.1	15	1	6	1	1	21	0
CCN(CC)CC(=O)Nc1ccc(C)cc1C(=O)c1ccccc1	-12	1.9	12	11	8	14	4	-11	0
Cc1ccc(-n2nc3c(c2NC(=O)c2ccco2)CS(=O)C3)cc1 (stereo unspecified)	1	-3.7	3	-22	-3	2	11	8	-1
Clc1ccc(-n2nnc(-c3cccnc3Cl)n2)cn1	0	2.7	8	-41	-68	5	-27	-31	2
CCC1(c2ccc(F)cc2)NC(=O)N(CC(=O)NC2CC2)C1=O (stereo unspecified)	0	1.9	-3	-4	-9	-2	11	23	-3
Cc1cccc(OCC(=O)Nc2nc(-c3ccncc3)cs2)c1	-2	-1.8	0	8	-7	0	-13	-6	0
CCCC(=O)Nc1ccc(-c2nc3cc(C)c(C)cc3o2)cc1	22	3.1	1	-167	-111	-6	-383	-270	0
CCSc1nnc(NC(=O)c2cccc(S(=O)(=O)N(C)c3ccc(C)cc3)c2)s1	9	-0.4	3	3	-4	8	-16	-4	-1
O=C(Nc1ccccc1C(F)(F)F)c1cccnc1	-2	-0.4	-4	11	-1	1	-15	-6	0
Cc1ccc2nc(NC(=O)C3CCCN(S(=O)(=O)c4cccc5nsnc45)C3)sc2c1 (stereo unspecified)	11	3.7	20	-16	-14	8	-17	38	0
C=CCc1cc(C)ccc1OCCOCCn1ccnc1	9	0.5	11	0	5	-3	0	8	-2
CS(=O)(=O)N1CCc2cc(C(=O)Nc3ccc(Br)cc3)ccc21	10	3.9	2	-53	-16	-3	-68	-6	-1
COc1ccc(OCC(O)CNC(=O)Nc2ccccc2)cc1 (stereo unspecified)	15	-2.0	2	8	-1	-5	-5	19	-2
Cc1csc(NC(=O)C2CCCN(S(=O)(=O)c3cccnc3)C2)n1 (stereo unspecified)	-1	0.0	4	-7	-2	-2	14	-16	0
CCC1CCCCN1CCCNC(=O)c1ccc2c(c1)c(C)c(C)n2CC (stereo unspecified)	1	-0.6	2	7	22	4	-15	26	2
CC(=O)/C(C#N)=C1\NC(=O)C(Cc2ccccc2Cl)S1 (stereo unspecified)	-6	-0.5	2	-28	2	-3	i	87*	-3
C=CCNc1cc(C)oc(=O)c1C(=O)CCC	-3	1.0	-9	-16	-6	-3	3	-5	0
Cc1ccc2nc(/C(C#N)=C\c3cc(O)ccc3[N+](=O)[O-])[nH]c2c1	-3	3.1	11	-11	-1	8	-5	12	-2

The listing continues:
SMILES	EBI2 block	CHOP UPR activ	CCR6 antag	Jurkat NFkB inh	Gli-Sufu block	CXCR6 block	697 NFkB inh	Mdm2-MdmX inh	UPR XBP1 act
CC(O)CSc1nc2c(c(=O)n(C)c(=O)n2C)n1CCCc1ccccc1 (stereo unspecified)	-6	-0.7	13	-21	10	-6	-30	-18	0
O=C(c1cccc(F)c1)N1CCN(Cc2ccc3c(c2)OCO3)CC1	-7	-0.5	-10	-3	-25	-1	-3	-4	-1
CCOc1[nH]n(-c2ccccc2)c(=O)c1C=NCc1ccncc1	5	-0.1	11	8	-14	-4	-17	11	-3
CN1CCN(C2=C(NS(=O)(=O)c3cccs3)C(=O)c3ccccc3C2=O)CC1	-8	3.7	6	31	4	8	11	13	-1
CCNC(=O)C(=O)N/N=C/c1cc([N+](=O)[O-])ccc1O	8	0.3	18	-6	1	0	-20	2	0
COc1ccc2sc(-c3ccccc3OC)c(C#CC(C)(C)O)c2c1	-1	0.6	5	0	-19	3	4	19	4
CCOc1ccccc1NC(=O)Nn1cnnc1	4	0.3	-5	7	-2	-4	22	-8	-3
O=C(NCc1ccco1)C1CCN(S(=O)(=O)Cc2ccccc2)CC1	8	-1.5	1	-7	-10	-5	-2	-47	-7
CNC(=O)c1ccccc1-c1ccccc1	-4	1.6	4	-6	-2	4	17	6	-1
O=C(Nc1ccc(-c2n[nH]c(=S)o2)cc1)c1ccccc1Br	7	1.3	4	-10	-7	4	-16	-25	-3
COC(=O)[C@@H]1C[C@H]2CC[C@H](O)C[C@H]2N1Cc1ccc(-c2ccccc2)cc1	-17	-3.6	11	16	5	-4	23	-3	0
COc1ccc(-n2c(=O)c3ccccc3n(CC(=O)NC3CCCCC3)c2=O)cc1OC	-2	-1.2	15	6	5	9	-1	-6	-1
CCOc1ncccc1C(=O)NNC(=O)c1cccc(S(=O)(=O)N2CCOCC2)c1	-3	0.5	4	29	-3	3	27	9	1
CN(C)C(=O)OCC1COc2ccccc2O1 (stereo unspecified)	-7	-0.2	1	-16	1	2	-2	-22	-2
COc1ccc([C@@H]2[C@@H]3C(=O)N(C(C)(C)C)C(=O)[C@@H]3[C@]3(Cc4ccc(Cl)cc4)C(=O)N(c4ccc(OC)cc4)C(=O)N23)cc1	-2	4.3	-1	9	3	-6	4	40	6
Cc1cc(C)n(-c2nnc(C)n2/N=C/c2ccccc2OCc2ccccc2Cl)n1	9	1.1	0	-3	4	2	9	15	-2
O=C(NCc1ccncc1)c1ccc(Cl)c(S(=O)(=O)N2CCOCC2)c1	-2	-0.1	-2	9	9	6	5	-2	-1
NC(=O)c1ccccc1Br	-5	-0.2	2	13	-13	-4	12	-8	-1
CC(C)CN(C(=O)CN1CCN(S(=O)(=O)c2ccccc2)CC1)c1c(N)n(CC(C)C)c(=O)[nH]c1=O	-12	1.3	-2	-1	18	6	1	2	-2
CS(=O)(=O)N1CCN(C(=O)c2cc(-c3ccncc3)nc3ccc(Cl)cc23)CC1	-11	0.9	-12	10	-3	-7	9	27	-2
CC(C)c1onc(C(=O)N2CCCCC2C)c1[N+](=O)[O-] (stereo unspecified)	1	-2.7	10	-14	1	0	-25	24	7
Cn1c2ccccc2c(=O)c2cc(C#Cc3ccccn3)ccc21	-6	3.9	11	-99	-32	8	-62	-146	6
Cc1ccc(C)c(N(CC(=O)NC2CCCCC2)C(=O)c2csnn2)c1	-5	-1.1	5	18	-10	7	-3	14	-2
Cn1cccc1/C=N/NC(=O)Cc1cccs1	9	4.7	10	-12	-26	1	2	10	6
CC(/C=N/NC(=O)c1ccc(Cn2cc([N+](=O)[O-])cn2)o1)=C\c1ccccc1	-1	5.1	16	-28	-49	-3	-14	-14	3

Next part.
SMILES	EBI2 block	CHOP UPR activ	CCR6 antag	Jurkat NFkB inh	Gli-Sufu block	CXCR6 block	697 NFkB inh	Mdm2-MdmX inh	UPR XBP1 act
CC(=O)C(Cc1ccccc1)NC(=O)CN1CCc2ccccc2C1 (stereo unspecified)	3	0.2	5	-6	-2	0	1	15	-2
CCCn1nnnc1NC(=O)c1cc(Br)ccc1OC	-3	1.1	-10	0	24	-12	24	2	3
CC(C)c1nc(SCC(=O)N2CCCc3ccccc32)c2c(=O)n(C)c(=O)n(C)c2n1	-19	7.3	15	-9	14	6	-3	55*	-1
O=C(Nc1cc(S(=O)(=O)Nc2ccc(Cl)cc2)ccc1N1CCCCC1)c1ccc(F)cc1Cl	22	0.0	21	2	5	8	11	67*	8
CC(C)c1ccc(NC(=O)COC(=O)c2nn(C)c(=O)c3ccccc23)cc1	-11	0.8	-1	1	/	0	2	3	-3
CCOC(=O)C1CCCN(C(=O)C2CCN(S(=O)(=O)c3ccc(Cl)c(C(F)(F)F)c3)CC2)C1 (stereo unspecified)	1	/	7	/	4	8	/	/	/
Cc1cccc(N2CCN(C(=O)c3ccc4ccccc4c3)CC2C)c1 (stereo unspecified)	65*	0.8	11	3	-1	1	11	18	-1
CCS(=O)(=O)NCC(c1ccco1)N1CCN(c2ccccc2)CC1 (stereo unspecified)	0	-0.1	-8	3	-13	7	-9	12	2
COc1ccc2c(-c3ccc(OCCN4CCOCC4)cc3)c(-c3ccccc3OC)sc2c1	-3	0.9	3	/	-7	-5	-11	7	-2
CCOC(=O)C1=NN(c2ccccc2)C2=NC(C)=C(C(=O)OC)C(c3ccc(C)cc3)N12 (stereo unspecified)	34	3.2	9	16	13	13	7	11	2
O=C1/C(=C/c2ccccc2)CCC1C1CCCC1 (stereo unspecified)	-12	7.5	21	-24	-16	-10	-18	-1	0
COc1cccc(-n2nnnc2SCC(=O)NC2CCCC2)c1	-3	1.3	3	3	3	5	14	8	0
Cc1cccc2cc(/C=C3\N=C(c4ccccc4)OC3=O)c(N3CCOCC3)nc12	2	6.6	-11	11	-1	3	20	-12	3
C[C@H]1CN([C@@H](C)CO)C(=O)Cc2cc(NC(=O)Nc3ccccc3)ccc2O[C@H]1CN(C)Cc1ccccc1	-7	/	-3	/	-11	-8	/	/	/
c1cnn(-c2cncc(-n3cccn3)n2)c1	4	4.6	-13	4	18	-10	-8	-1	-2
O=C(O)C1CCCCC1C(=O)Nc1cccc2ccccc12 (stereo unspecified)	-7	-1.2	-8	6	5	-7	1	-6	0
COc1ccc(-c2nc3n(c(=O)c2C#N)CCS3)c(OC)c1	15	0.7	10	-10	4	-6	10	2	4
CC(C)(C)C(=O)CNS(=O)(=O)c1ccc(S(=O)(=O)NC2CC2)cc1	-3	1.3	22	-8	0	10	-1	-11	-3
CCCn1nnc(NC(=O)c2cccc(OCc3ccccc3)c2)n1	-11	1.0	-2	3	-13	-1	-15	9	2
Oc1cc(O)cc(-c2cc3ccc(O)cc3o2)c1	7	5.1	-4	-74	6	1	38*	-28	0
Cc1ccc(Cn2nnnc2CN2CCC(c3nc4ccc(Cl)cc4[nH]3)CC2)cc1	10	0.4	37	45	35	2	18	58*	-2

Shown comma-delimited: part of the list above.
Compound,EBI2 block,CHOP UPR activ,CCR6 antag,Jurkat NFkB inh,Gli-Sufu block,CXCR6 block,697 NFkB inh,Mdm2-MdmX inh,UPR XBP1 act
CC(C)c1nc(SCC(=O)N2CCCc3ccccc32)c2c(=O)n(C)c(=O)n(C)c2n1,-19,7.3,15,-9,14,6,-3,55*,-1
O=C(Nc1cc(S(=O)(=O)Nc2ccc(Cl)cc2)ccc1N1CCCCC1)c1ccc(F)cc1Cl,22,0.0,21,2,5,8,11,67*,8
CC(C)c1ccc(NC(=O)COC(=O)c2nn(C)c(=O)c3ccccc23)cc1,-11,0.8,-1,1,/,0,2,3,-3
CCOC(=O)C1CCCN(C(=O)C2CCN(S(=O)(=O)c3ccc(Cl)c(C(F)(F)F)c3)CC2)C1 (stereo unspecified),1,/,7,/,4,8,/,/,/
Cc1cccc(N2CCN(C(=O)c3ccc4ccccc4c3)CC2C)c1 (stereo unspecified),65*,0.8,11,3,-1,1,11,18,-1

Compound activity from PubChem.
